Compound activity as filed in PubChem.
CF NFkB inh: blocks PAF-induced NF-kB reporter in cystic fibrosis cells. KKLEB NF-kB-GFP reporter, GFP fluorescence overnight. inhibition, % at 5 µM. 360,000 compounds, 0.86% hits;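 active means at least 50% inhibition at 5 µM, scaled per plate between neutral and stimulator controls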;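 further: PAF is a Pseudomonas aeruginosa culture filtrate used as stimulus; plate controls were PAF-stimulated DMSO wells for no effect and unstimulated DMSO wells for full effect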
LMP1 NFkB inh: reduces LMP1-driven NF-kappaB luciferase signal; 350,000 compounds, 0.69% hits; inhibition, % at 12.5 µM; LMP1-induced NF-kappaB luciferase reporter cells, luminescence; in the data active means inhibition above about 41%; inconclusive means no clear call, values can overlap the other calls;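 further: 0% = neutral control wells and 100% = reference inhibitor control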
HIF-2a block: blocks HIF-2a reporter activity; 786-0 RCC cells HIF-2a reporter, luciferase luminescence, overnight; inhibition, % at 18.8 µM; 360,000 compounds, 0.72% hits;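 active means inhibition of the luminescence signal of 40% or more relative to plate controls, in a single-dose primary screen at 18.75 µM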
hiPSC survival: hiPSC single-cell survival enhancement; survival enhancement, % at 20 µM; 360,000 compounds, 0.044% hits; ATPlite luminescence; 100% = ROCK inhibitor wells, 0% = DMSO; in the data active means survival enhancement above about 18%;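 further: cells exposed to compounds for 16 hours before the ATP read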
MITF TRPM1 inh: reduces MITF-dependent TRPM1 promoter luciferase signal; 330,000 compounds, 0.83% hits; SK-MEL-5 TRPM1 promoter luciferase, 24 h; inhibition, % at 12.5 µM;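 active means mean inhibition across replicates of 60% or more, whatever share of single replicates reaches that level; inconclusive means some that reach 60%, reason not given; inactive means mean inhibition across replicates below 60%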; further: values of inactives mirror those of a sister screen read the other way
C8 TRAIL sens: caspase-8 TRAIL sensitization | NB7+C8 cells + TRAIL, ATPlite viability luminescence | inhibition (viability loss, TRAIL sensitization), % at 10 µM | AID 624354 | 360,000 compounds, 1% hits;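 active means compounds causing at least 50% loss of cell viability in the single-dose screen, relative to plate controls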
Shn3 inh set2: Schnurri-3 reporter inhibition in Clone20 osteoblasts; AID 588674; inhibition, % at 12.5 µM; Clone20 osteoblast Shn3 3'UTR firefly luciferase, 24 h; 360,000 compounds, 0.52% hits;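 active means mean inhibition of at least 75% with every replicate also reaching 75%; inconclusive means mean inhibition at least 75% but some replicate below; inactive means mean inhibition below 75%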;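 further: 0% = median of neutral control wells and 100% = pilot-screen positive control compound; some compounds past the cut are filed as inactive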
Peg3 promoter: Peg3 promoter activity inhibition; 360,000 compounds, 1.7% hits; HeLa PEG-Prom luciferase reporter, luminescence, overnight; inhibition, % at 20 µM;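 active means inhibition of at least 50% at 20 µM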
KKLEB tox: reduces viability of KKLEB cystic fibrosis airway cells; KKLEB CF airway cells viability, ATPlite luminescence, overnight; hits give low values; cells stimulated with P. aeruginosa culture filtrate; activity change (cytotoxicity), % at 5 µM; 360,000 compounds, 0.36% hits; AID 602141;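 active means corrected activity change at or below -50% at 5 µM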
NR2E3 ag-1: NR2E3 (human) agonism | Q9Y5X4 | GST-NR2E3/biotin-RetCOR TR-FRET, 1536-well | inhibition of corepressor binding, % at 4.78 µM | 320,000 compounds, 0.12% hits | AID 2300;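 active means percent inhibition above the cutoff of mean plus 3 SD of all tested compounds, set per screening campaign, cut at about 20% in these data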;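 further: 0% = DMSO wells and 100% = biotin wells as full block of FRET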
Target sequence (Q9Y5X4 whole entry, looked up): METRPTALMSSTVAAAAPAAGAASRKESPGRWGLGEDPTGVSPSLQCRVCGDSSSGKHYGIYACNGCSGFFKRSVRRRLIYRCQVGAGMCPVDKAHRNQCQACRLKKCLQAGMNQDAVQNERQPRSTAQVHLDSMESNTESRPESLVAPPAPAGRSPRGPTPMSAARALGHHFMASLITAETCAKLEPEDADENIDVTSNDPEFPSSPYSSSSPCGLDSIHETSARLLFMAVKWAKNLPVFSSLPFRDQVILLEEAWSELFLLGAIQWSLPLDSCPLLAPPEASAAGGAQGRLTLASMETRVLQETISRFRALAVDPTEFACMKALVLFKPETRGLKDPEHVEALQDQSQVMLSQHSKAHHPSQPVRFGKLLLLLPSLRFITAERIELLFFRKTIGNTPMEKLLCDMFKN
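Test system – NR2E3–RetCOR corepressor complex · Quantity – NR2E3 fusion 1.35 nM · Buffer or medium – Tris pH 7.5 · Incubation – Compound–protein incubation for 5 h at 4 °C · Technique – TR-FRET, Eu(K)-anti-GST donor, streptavidin-D2 acceptor, ex 340, em 617/671 nm · Evaluation – percent inhibition of 671/617 nm emission ratio versus biotin and DMSO controls · Plate – 1536-well format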
NR2E3 ag-2: activates human NR2E3 receptor | AID 602229 | 360,000 compounds, 0.35% hits | inhibition of corepressor binding, % at 3.98 µM | CHO-S Gal4-NCOR/VP16-NR2E3 two-hybrid, luciferase | Q9Y5X4;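 active means inhibition above the mean of all tested compounds plus 3 SD, cut at about 70% in these data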;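 further: 0% = DMSO with NR2E3 transfected cells and 100% = cells lacking NR2E3 construct; higher means lower luciferase signal from less NR2E3 corepressor binding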
* marks the source's active call; other numbers are inactive results; ? = inconclusive; nt = no result given. A portion of the library; the hit share may differ from the screen's.

Second line of a record – CF NFkB inh, LMP1 NFkB inh, HIF-2a block, hiPSC survival, MITF TRPM1 inh, C8 TRAIL sens, Shn3 inh set2, Peg3 promoter, KKLEB tox, NR2E3 ag-1, NR2E3 ag-2
> CCOC(=O)C1CCCN(Cc2cn[nH]c2-c2ccc(F)cc2F)C1 (configuration not stated)
→ 10, -9, 13, -0.7, -5, 0, -17, 27, 2, -2, -12
> O=C(NCc1ccccc1)c1ccc(CS(=O)(=O)c2ccccc2)o1
→ 7, -5, 20, -1.2, 10, -2, 14, 11, -2, -1, 26
> CC(C)(C)Cc1c(-c2ccc(C#N)cc2)nc2ccc(Cl)cn12
→ 15, 0, -26, -2.5, nt, 2, 9, 7, -8, nt, -13
> Cc1ccc(-n2nc3c(=O)n(CC(=O)NCCc4ccc(Cl)cc4)nc(C)c3c2C)cc1
→ -18, 8, 3, 0.9, 11, 3, 4, 16, -6, 0, 13
> c1ccc(-c2nn3c(C4CCCCC4)nnc3s2)cc1
→ 15, 17, 16, 0.5, 3, 20, 3, -4, -11, 2, 13
> COc1cccc2sc(=NC(=O)CS(=O)(=O)c3ccccc3)n(C)c12
→ -19, -15, -230, 1.4, nt, 0, 30, -163, -4, nt, -3
> O=C(Nc1ccccc1N1CCCC1)C1CCN(S(=O)(=O)c2cccc(C(F)(F)F)c2)CC1
→ 8, 4, 2, -0.3, 22, 15, 71, 9, -12, 1, -11
> CCOC(=O)c1ccc(N2CCN(c3ccccc3F)CC2)c(NC(=O)Nc2ccccc2)c1
→ 8, 6, 18, 0.7, 8, 8, 24, 15, 6, 2, 3
> COc1ccc(NC(=O)c2c(NC(=O)CNCC(C)C)sc3c2CCC3)c(OC)c1
→ 1, -2, -3, 0.0, ?, 1, -10, 7, -1, 3, 22
> COc1ccc(CCNc2ncnc3c2c(C)c(C)n3CCCN(C)C)cc1OC
→ -10, -4, 29, -0.4, -2, 16, -22, -1, 1, 1, -5
> Cc1cc(NC(=O)CC2CCCC2)n(-c2nc3ccccc3[nH]2)n1
→ -8, 13, -15, -1.1, 6, 25, 8, 36, -5, 1, 5
> Cc1ccc(NC(=O)c2noc3c2CC(C(C)(C)C)CC3)cc1 (configuration not stated)
→ 16, 15, -33, -2.4, -11, 1, -19, -13, -10, -3, 10
> O=C1C=C(Nc2ccc(F)cc2)c2ccccc2C1=O
→ 82*, -8, -32, -0.4, 97*, 58*, 8, 12, -19, 3, -33
> O=C(N/N=C/c1ccncc1)c1nc2ccccc2c(=O)[nH]1
→ -7, -8, -98, -0.4, -27, 0, -129, -59, 0, -1, -28
> CCN(CC)C(=O)Cn1cc(C(=O)C(=O)N2CCc3ccccc32)c2ccccc21
→ -25, 4, 8, -0.6, 20, -6, 2, 15, 5, 4, -6
> O=C(CC1SCCNC1=O)NCc1ccccc1 (configuration not stated)
→ -24, -9, -9, 5.0, nt, -16, 0, -3, 6, nt, 11
> COc1ccc(OCC(O)CNCCNc2nccc(C(F)(F)F)n2)cc1 (configuration not stated)
→ 12, 4, 7, 0.3, 6, 5, -5, 1, -10, -1, 10
> N#Cc1c(C(F)(F)F)cc(-c2cccs2)nc1SCc1cccnc1
→ -22, 3, 2, -0.7, 2, 2, 22, 28, -11, -1, -34
> CC(C)Cc1nnc(NC(=O)c2ccc3c(c2)NC(=O)C(C)S3)s1 (configuration not stated)
→ -12, 16, -22, -0.5, -14, -18, 5, -7, 23, -2, -7
> O=C(c1ccco1)N1CCN(C2CN(Cc3ccc(F)cc3)S(=O)(=O)C2)CC1 (configuration not stated)
→ 10, nt, 1, -0.1, nt, 3, -19, -9, 2, nt, 3
> Cc1cccc(C)c1NC(=O)CCS(=O)(=O)c1ccc(Br)cc1
→ 13, 7, 9, 0.3, 0, 15, 26, 12, -2, -4, 3
> Cc1ccc2nc(-c3cccc(Br)c3)c(Cc3ccccn3)n2c1
→ -14, nt, -244, -2.4, nt, -1, -42, -273, -4, nt, -75
> CC(C)CC(NS(=O)(=O)c1ccc2c(c1)oc(=O)n2C)C(=O)NC1CCCc2ccccc21 (configuration not stated)
→ -10, -11, 8, 1.2, nt, -21, 0, 24, -9, -4, 3
> COc1ccc2[nH]c(=O)c(CN(Cc3cccs3)Cc3nnnn3C(C)(C)C)cc2c1
→ -4, -2, -106, -2.6, -2, -1, -15, 18, -5, -2, -7
> O=C(COc1ccc([N+](=O)[O-])cc1)Nc1cccnc1
→ -7, 4, 13, 0.4, 20, 0, 0, -12, 11, 0, -16
> O=c1c2ccccc2nnn1Cc1ccc(F)cc1
→ 5, -2, 4, -0.3, 7, -4, 7, 11, 0, 3, -28
> COC(=O)c1cc(COc2ccc3oc(C)c(C(=O)OC)c3c2)c(C)o1
→ 6, -22, -18, -0.9, 3, -1, 3, 15, -5, 2, -30
> CS(=O)(=O)N1CCN(C(=O)Cc2cccs2)CC1
→ -3, -11, 12, 0.3, -4, -12, -14, 3, 10, 6, -1
> COCCNC(=O)/C(C#N)=C/c1cccs1
→ 6, 5, -60, -0.2, -10, 7, -24, -38, 8, 1, 11
> NS(=O)(=O)c1ccc(N/N=C/c2ccc(O)cc2O)c([N+](=O)[O-])c1
→ -56, -4, 5, 0.2, 4, -6, -81, -17, -4, -2, 8
> CCN(CC(=O)N1CCC(C)CC1)S(=O)(=O)c1ccc(C)cc1
→ 13, 1, 19, 0.8, 9, -7, -9, -2, -9, 3, 35
> CSc1ncccc1C(=O)NCC(c1cccs1)N1CCOCC1 (configuration not stated)
→ -23, 6, 2, 0.7, 6, -21, 4, 11, 9, -3, 5
> Cc1cccc(C)c1NC(=O)C(NC=O)c1ccccc1Cl (configuration not stated)
→ -11, -2, 8, 1.2, 0, -4, -5, 1, 2, 0, 20
> COc1cc(COC(=O)Oc2ccc(CNC(C)=O)cc2OC)c([N+](=O)[O-])cc1OC
→ -4, -7, 14, -1.4, 8, 8, -10, 9, 4, 3, 10
> O=C1C(=O)N(CCN2CCOCC2)C(c2cccc(Cl)c2)/C1=C(\O)c1ccc2c(c1)OCCO2 (configuration not stated)
→ -7, -5, -4, 0.0, -3, 3, 20, 7, 3, 10, -1
> CN(Cc1ccccc1)c1ccc(C(CC(N)=O)NC(=O)Cc2cccc3ccccc23)cc1[N+](=O)[O-] (configuration not stated)
→ -3, -1, 18, -1.2, -5, -17, -9, 12, -10, -4, 4
> Cc1nn(-c2ccccc2)c2sc(C(=O)OCC(=O)N3CCCCC3)cc12
→ -4, 9, 9, -1.9, -1, 10, 4, 3, 3, -1, -18
> COc1ccc(Cl)cc1NC(=O)CN(C)C(=O)CCC(=O)c1cc(C)sc1C
→ 0, -4, 9, -0.4, 1, -4, 2, 28, 15, -1, -20
> COC(=O)Cc1c(C)[nH]n(-c2cc(Cl)cc(Cl)c2)c1=O
→ 27, -6, 6, -0.7, 9, -1, -7, 9, -13, -1, -24
> COc1cc(CC(=O)Nc2nc(-c3ccccc3)c(C(C)=O)s2)cc(OC)c1OC
→ -8, 5, 9, 0.5, 2, -12, 4, 11, -3, -3, 24
> Cc1ccc(S(=O)(=O)CCN2CCN(c3ccccc3)CC2)cc1
→ -13, -5, 12, -0.2, -4, -2, -9, 10, 0, 2, 5
> CCN(CC)CC(=O)Nc1nn(-c2ccccc2)nc1C(N)=O
→ -7, -18, 5, -0.4, 5, 9, -2, 12, -3, -1, 12
> CCCC1(c2ccccc2)NC(=O)N(CC(=O)Nc2ccccc2C(F)(F)F)C1=O (configuration not stated)
→ -1, 0, 10, 1.0, 0, 8, 17, 15, -8, 3, -11
> CCCCNC(=O)c1onc(CCl)c1C(=O)OC
→ 2, 1, 16, 0.9, 12, 18, -15, -17, -10, 5, -18
> CCCN(CC(=O)Nc1ccc(C(N)=O)cc1)CC(=O)Nc1cc(Cl)ccc1Cl
→ 10, -6, 8, -1.8, 4, -6, 22, 6, -6, 2, -6
> O=C(c1ccc2ccccc2c1)N1CCCC1
→ -6, -1, -33, -0.6, -19, -2, -15, -13, -12, 4, -27
> O=C(c1ccco1)N1CCN(C(c2ccccc2Cl)c2nnnn2Cc2cccs2)CC1 (configuration not stated)
→ 9, 6, 19, -0.5, 3, -2, 0, 52*, -6, 1, 5
> O=C(Nc1cccc([N+](=O)[O-])c1)Nc1cnccn1
→ -5, -1, -18, 1.2, 0, -14, -12, -26, 15, 2, -9
> FC(F)Sc1ccc(NC(=S)NC2CCCCC2)cc1
→ 7, -32, -248, -1.2, -66, 25, -26, -158, 1, 2, -65
> S=C1NC(c2ccccc2)N2C(=S)NC(c3ccccc3)N12 (configuration not stated)
→ 11, -7, -173, 3.0, -69, -5, -28, -125, 0, 2, -15
> O=C(COC(=O)COc1ccccc1)Nc1ncc([N+](=O)[O-])s1
→ 0, 3, -18, 0.8, 3, -2, -7, -18, 6, 5, -22
